Bioassay records as filed in PubChem.
PV pol inh – poliovirus RNA polymerase inhibition; P03300; poliovirus polymerase elongation, fluorescence polarization; active compounds read low; % elongation, % (compound at 16.7 µg/mL); 150,000 compounds, 0.66% hits; in the data active = % elongation below about 90%; note: some results filed as inactive read as strong as hits
Target sequence (P03300 1749-2209 limits assumed): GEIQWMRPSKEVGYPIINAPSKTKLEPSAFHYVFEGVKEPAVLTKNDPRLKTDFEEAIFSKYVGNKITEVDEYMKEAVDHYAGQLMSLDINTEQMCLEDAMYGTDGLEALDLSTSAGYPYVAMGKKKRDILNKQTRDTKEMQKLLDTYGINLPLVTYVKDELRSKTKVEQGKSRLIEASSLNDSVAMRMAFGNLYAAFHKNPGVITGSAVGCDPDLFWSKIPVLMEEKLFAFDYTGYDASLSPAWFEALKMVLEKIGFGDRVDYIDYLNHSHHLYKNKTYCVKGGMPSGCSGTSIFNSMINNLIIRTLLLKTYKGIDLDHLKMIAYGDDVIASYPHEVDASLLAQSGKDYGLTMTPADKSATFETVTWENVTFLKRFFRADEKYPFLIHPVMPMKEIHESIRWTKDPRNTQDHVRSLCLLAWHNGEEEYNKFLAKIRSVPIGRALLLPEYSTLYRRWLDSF
PV pol inh FP z-score – further read-out of PV pol inh, marked with its call; z-score; measured here: FP z-score; hits read low
* hit, by the source's call. A portion of the library; rates above refer to the full screens.

SMILES	PV pol inh	PV pol inh FP z-score
CC1=C(C(=O)Nc2cc(Cl)ccc2C)C(c2sccc2C)n2ncnc2N1 (stereo not given)	111	1.1
CC(C)Cn1c(-c2ccc(S(=O)(=O)N3CCCC3)cc2)csc1=Nc1ccccc1	104	0.1
O=C1CC(c2ccco2)CC(O)=C1C=Nc1cc(Cl)ccc1Cl (stereo not given)	101	0.5
O=C(Cn1cnc2sccc2c1=O)NCCC1=CCCCC1	109	0.8
O=C(Cn1c(=O)n(-c2ccc(Cl)cc2)c(=O)c2sc3ccccc3c21)NC1CCCC1	109	1.6
O=C(c1ccc(CSc2nc3ccncc3n2Cc2ccc(F)cc2)cc1)N1CCCCC1	105	1.4
O=S(=O)(c1ccc(Cc2ccc(S(=O)(=O)N3CCCCC3)cc2)cc1)N1CCCCC1	101	-0.3
CCOC(=O)c1cc(C(C)C)sc1NC(=O)COC(=O)c1ccc(C)o1	102	0
CCOCC(=O)N1CCC(C(=O)OCC)CC1	101	0.4
Cc1cc(NC(NC(=O)N(C)C)(C(F)(F)F)C(F)(F)F)no1	106	0.3
c1ccc2c3c([nH]c2c1)CCC3	98	-0.4
Cc1cc(/C=C/C(=O)Nc2nccs2)c(C)n1-c1ccccc1	118	1.7
Cc1cc(C)n2nc(SCC(=O)Nc3ccccc3C)nc2n1	107	0.5
Cc1ccc(S(=O)(=O)N2CCCc3cc(NC(=O)c4cccc(Cl)c4)ccc32)cc1	107	0.2
N#Cc1ccccc1NC(=O)C(=O)NCCc1csc(-c2ccc(C(F)(F)F)cc2)n1	109	0.4
CCOC(=O)Cc1ccc(NC(=O)N(Cc2ccc(CC)cc2)Cc2cn[nH]c2-c2ccc(OC)cc2)cc1	105	-0.6
CC(OC(=O)CCN1C(=O)c2ccccc2C1=O)c1ccccc1 (stereo not given)	106	1.8
O=C(Nc1nc2ccc(Oc3ccccc3)cc2s1)c1ccco1	97	0
CNC(=O)CSc1nc2ccccc2c(=O)n1C1CCCCC1	104	0.8
Cn1nc(C(F)(F)F)c(-c2ccccc2)c1N1C(=O)C2C3C=CC(C3)C2C1=O (stereo not given)	102	-0.2
C/C(=N\NC(=O)Cc1ccc(F)cc1)c1ccc(O)cc1	103	0.2
CN(CCc1ccccn1)C(=O)c1cccc(Oc2ccccc2)c1	106	0.6
O=C(O)CS(=O)(=O)c1nc2ccccc2s1	103	0.3
O=C(Nc1ccc(Cl)cc1)c1cc(S(=O)(=O)N2CCc3ccccc32)ccc1F	107	0.6

A portion of the results above:
SMILES	PV pol inh	PV pol inh FP z-score
CCOC(=O)Cc1ccc(NC(=O)N(Cc2ccc(CC)cc2)Cc2cn[nH]c2-c2ccc(OC)cc2)cc1	105	-0.6
CC(OC(=O)CCN1C(=O)c2ccccc2C1=O)c1ccccc1 (stereo not given)	106	1.8
O=C(Nc1nc2ccc(Oc3ccccc3)cc2s1)c1ccco1	97	0
CNC(=O)CSc1nc2ccccc2c(=O)n1C1CCCCC1	104	0.8
Cn1nc(C(F)(F)F)c(-c2ccccc2)c1N1C(=O)C2C3C=CC(C3)C2C1=O (stereo not given)	102	-0.2

Later entries:
SMILES	PV pol inh	PV pol inh FP z-score
O=C(Nc1nc2ccccc2[nH]1)C1CC(=O)N(CCc2ccccc2)C1 (stereo not given)	107	0.4
Cc1ccc(C2=CC(c3ccccc3F)n3c(nc4ccccc43)N2)cc1C (stereo not given)	103	-0.1
COC(=O)[C@@]1(C)CCCC2(C)c3ccc(C(C)C)cc3CCC21 (stereo not given in full)	102	0.1
Cc1ccc(/C=N/NC=O)o1	98	-0.2
COc1ccccc1N1CCN(C(=O)CNS(=O)(=O)c2ccc(Br)s2)CC1	108	0.7
COc1cccc(CNC(=O)c2ccc3oc(=O)n(Cc4ccccc4)c3c2)c1	107	0.1
Cc1cc(C)c2c(n1)SCC(=O)N2CC(=O)Nc1cccc(Cl)c1	100	-0.6
CCC(=O)Nc1nc2ccc(OC)cc2s1	102	-0.4
CCn1cc(S(=O)(=O)c2ccc(C)cc2)c(=O)c2cc(F)c(N3CCCCCC3)cc21	114	1.5
CCOC(=O)c1cc(-c2ccccc2)n(CCCC(=O)N2CCCCC2)c1C	101	-0.1
COc1ccc(Cl)cc1NC(=O)CSc1nc(=O)[nH]c2c1CCCC2	101	-1.4
CCOC(=O)C1CCN(C(=O)c2ccc3snnc3c2)CC1	101	-0.5
COc1cccc2c(=O)c(NC(=O)NCCCN3CCN(C)CC3)c[nH]c12	101	-0.5
C#CCOc1ccc(-c2nnc(Nc3ccc(NC(C)=O)cc3)c3ccccc23)cc1	105	0.1
CCOc1ccc2nc3c(c(C(=O)O)c2c1)CCCC3	101	-0.3
Nc1nonc1C(=O)NCCN=Cc1ccccc1O	106	0.7
CN(C(=S)Nc1ccccc1)C1CCC(C2OCCO2)CC1O (stereo not given)	102	0.1
CSc1nc(N)c(C(=O)Nc2ccc(N(C)C)cc2)s1	96	-0.7
COc1ccc(C#N)c(S(=O)Cc2ccccc2)c1 (stereo not given)	103	0
O=C(CSC1=NS(=O)(=O)c2cc(Cl)ccc2N1)NCc1ccc2c(c1)OCO2	103	0.1
Cc1ccc(C)c(N2CCN(C(=O)CCN3C(=O)COc4ccccc43)CC2)c1	103	0.8
Cc1c(Cl)cccc1NS(=O)(=O)c1ccc2[nH]cc(C(=O)NC3CCCC3)c(=O)c2c1	107	-0.5
O=C(NC1CCc2ccccc21)c1ccc2c(c1)[nH]c(=O)n2C1CCCCC1 (stereo not given)	101	-0.3
CN1CCc2nc3sc(C(=O)Nc4c(F)cccc4F)c(N)c3cc2C1	97	-1.2
CCOC(=O)C1CCN(CN2C(=O)CCC2=O)CC1	103	0.2
COc1cccc(Nc2sc(C(=O)c3ccc(F)cc3)c(N)c2C(=O)NCc2ccc(C)cc2)c1	117	2.1
CS(=O)(=O)Nc1ccccc1C(=O)N1CCOCC1	101	0.6
CCCCNC(=O)c1ccc(-c2nc(CN3CCc4ccccc43)c(C)o2)cc1	101	-1.3
Cc1ccc(N(C)S(=O)(=O)c2cc(Br)cnc2N)cc1	103	0
COc1ccc(C(=O)Nc2sc(C)c(C)c2CN2CCN(CCO)CC2)cc1	95	-0.8
CCOc1ccc(OCC)c(NS(=O)(=O)c2ccc3c(c2)CCCN3C(C)=O)c1	104	-0.8
Cc1cc(-c2ccc(S(=O)(=O)N3CCc4ccccc43)s2)on1	102	0.7
Cc1ccc(N(C2CCS(=O)(=O)C2)S(C)(=O)=O)cc1 (stereo not given)	112	0.8
Cc1cccc(C(=O)N(Cc2nc(-c3ccc(Cl)cc3)no2)C(C)C)c1	100	-0.9
CC1CCc2c(sc3nnn(CCCCOc4ccc(Cl)cc4)c(=O)c23)C1 (stereo not given)	110	0.4
c1csc(-c2nc(NC3=NCCCCC3)sc2-c2cccs2)c1	106	0.3
COc1ccc(-n2ncc(C(=O)NCCc3ccsc3)c2C2CCN(C(=O)OC(C)(C)C)CC2)cc1	110	0.9
Cc1ccc(-c2nnc(N3CCOCC3)c3ccccc23)cc1S(=O)(=O)NC(C)(C)CO	102	0.1
CN(C)C(CNc1ncnc2cc(Cl)ccc12)c1ccco1 (stereo not given)	107	0.6
CCOC(=O)C1NCCc2ccccc21 (stereo not given)	99	-0.3
COc1ccccc1/C=C1/C(=O)N(C2CCCCC2)C(=S)N1C	105	0.7
N=c1c2c3c(sc2ncn1Nc1ccccc1)CCC3	102	-0.3
Cc1cc(Cl)ccc1-n1c(CCC(=O)O)ccc1-c1cccs1	110	-0.1
Cc1cccc(NC(=O)CN2c3ccccc3S(=O)(=O)c3ccccc32)c1C	99	-1.8
COC(=O)c1ccc(N2CCCC2)c(NS(=O)(=O)c2ccc(C)cc2)c1	99	-1.1
CN(c1nc(-c2ccc(Br)cc2)cs1)C1CCS(=O)(=O)C1 (stereo not given)	101	-0.4
Cn1ccnc1SCC(=O)Nc1cccc2ccccc12	104	0.6
COc1cccc(C(=O)NC(=O)Nc2ccc(-n3nc(C(F)(F)F)cc3C(F)(F)F)cc2)c1	103	-0.2
CN(C)c1nc(OCC(F)(F)F)nc(N(c2ccccc2)c2ccccc2)n1	103	0.4
Cc1ccc2nc(-c3ccc(NC(=O)COc4ccccc4)cc3)sc2c1	103	0
Cc1ccc(S(=O)(=O)Nc2ccc(C(=O)Nc3cc(C)on3)cc2)cc1	102	0.3
CC(C)c1ccc(NC(=O)CCNS(=O)(=O)c2ccc3c(c2)oc(=O)n3C)cc1	110	1.8
CCC(=O)N1CCc2cc(Br)cc(S(=O)(=O)CCC(=O)NCCc3cccc(C)c3)c21	105	0.1
O=C(COc1ccc(Cl)cc1Cl)OCC(=O)c1ccc(F)cc1	102	0
CCS(=O)(=O)N1CCCc2cc(C(=O)Nc3cc([N+](=O)[O-])ccc3C)ccc21	106	-0.3
O=C(NCc1ccccc1F)C(=O)NCC(c1ccc2c(c1)OCO2)N1CCOCC1 (stereo not given)	111	0.9
NC1=NN=C(c2ccc3c(c2)OCCO3)CS1	98	-1.6
CN1/C(=C/C=N/n2cnnc2)C(C)(C)c2ccccc21	103	0.2
CCCNS(=O)(=O)c1ccc(Cl)c(C(F)(F)F)c1	106	0.8
CCCCN(CC)C(=O)c1cc2cc3ccc(C)cc3nc2o1	102	-0.1
Continued:
SMILES	PV pol inh	PV pol inh FP z-score
O=C(CN1C(=O)/C(=C\c2ccccc2Br)Oc2ccccc21)NC1CC1	101	-0.3
CCc1[nH]c(=O)c(C#N)c2c1CCCC2	105	0.7
COc1ccccc1C(=O)NC1(C(F)(F)F)C(=O)Nc2c1c(=O)[nH]c(=O)n2CCc1ccccc1 (stereo not given)	108	0.4
CCN1C(=O)C(=C2C=C(C)N(Cc3ccco3)C(C)=C2)C(=O)N(CC)C1=S	98	-0.3
CC(C)C(N)c1cccs1 (stereo not given)	102	0.2
O=C(NC1CCCC1)C1CCC(=O)N1Cc1ccc(F)cc1 (stereo not given)	101	0.3
O=C(NCc1n[nH]c(=S)n1-c1cccc(Cl)c1)c1ccccc1	103	0.3
CC1CC(C)CN(C(=O)c2cc(Nc3cccc(C(F)(F)F)c3)nc3ccccc23)C1 (stereo not given)	103	0.6
O=S(=O)(Nc1cccc(Br)c1)c1cccs1	102	0.2
CC1CCc2c(nc3ncnn3c2NCCc2ccccc2F)C1 (stereo not given)	103	0.5
CCNc1cc(N(C)C)c2noc3c2c1C(=O)c1ccccc1-3	105	0.9
Cc1cc(C)n2nc(CNC(=O)c3ccccc3Cl)nc2n1	104	-0.4
NN1CCN(Cc2cccc3ccccc23)CC1	104	0.7
O=C(c1ccccc1)c1ccccc1C(=O)N1CCOCC1	105	0.3
CCCCn1c(=NC(=O)c2cc3ccccc3o2)c(C(=O)OCC)cc2c(=O)n3ccccc3nc21	104	-0.2
CC(=O)NC(CC(=O)Nc1ccc(S(C)(=O)=O)cc1)c1ccccc1 (stereo not given)	101	-0.5
CCN(C(=O)CSc1nnc(-c2ccco2)n1Cc1ccccc1)C1=CCCC1	105	0.4
COC(C)OC(=O)Cn1c(=O)sc2cccc(Cl)c21 (stereo not given)	101	-0.3
O=C(c1ccc2c(c1)N(Cc1cccc(F)c1)C(=O)c1ccccc1S2)N1CCOCC1	112	1
COc1ccc(S(=O)(=O)c2c(C)c(NS(=O)(=O)c3ccccc3)cc(C)c2O)cc1	109	1.2
CCN(CC(=O)Nc1ccc(OC)cc1)C(=O)c1ccc(C#N)cc1	101	-0.2
CCc1ccc(NC(=O)CC(c2cc(OC)c(OC)c(OC)c2)N2Cc3ccccc3C2=O)cc1 (stereo not given)	106	-0.1
C1C2OC3CC4C1C1CC4C3C21 (stereo not given)	101	-0.1
O=C(NCc1ccco1)/C(=C/C=C\c1ccccc1)NC(=O)c1ccccc1	105	0.1
COc1ccc(OCC(=O)NCC(c2ccc(OC)cc2)N2CCOCC2)cc1 (stereo not given)	100	-0.3
O=C(N1CCOCC1)C12CC3CC(C1)CC(C(=O)N1CCOCC1)(C3)C2	104	0.4
Nc1c(C(=O)Nc2cccc(C(F)(F)F)c2)c2ccccn2c1C(=O)c1ccccc1	104	-0.6
CCn1ccc2cc(S(=O)(=O)N3CCCN(C(=O)Nc4ccc(C)cc4Cl)CC3)ccc21	106	-0.2
C[C@@H]1NC(=O)NC1=O	101	0.1
CNCc1nonc1C	101	-0.4
COc1ccc(-c2cn3cccnc3n2)cc1NC(=O)Nc1ccc(Cl)cc1	109	0.4
O=C(Cc1cccc2ccccc12)Nc1ccc(S(=O)(=O)N2CCCC2)cc1	103	0
COc1ccc2[nH]c3c(=O)n(Cc4ccc(C(=O)NCc5cccnc5)cc4)c(=S)[nH]c3c2c1	99	-0.4
O=C(Cn1c(COc2ccccc2)nc2ccccc21)NCC1CCCO1 (stereo not given)	101	-0.4
CCS(=O)(=O)NCC1COC2(CCCCC2)O1 (stereo not given)	101	0
Cc1cc(C)c(C2=Nn3c(C)nnc3SC2C)cc1C (stereo not given)	99	-0.5

Reformatted bar-delimited: entries from further up
Structure | PV pol inh | PV pol inh FP z-score
CNCc1nonc1C | 101 | -0.4
COc1ccc(-c2cn3cccnc3n2)cc1NC(=O)Nc1ccc(Cl)cc1 | 109 | 0.4

The listing continues.
SMILES	PV pol inh	PV pol inh FP z-score
O=C(Oc1ccc2c3c(c(=O)oc2c1)CCC3)c1ccco1	105	1.1
Cc1cc(C(F)F)n2ncc(C(=O)O)c2n1	102	0
O=c1[nH]c(=S)[nH]cc1OCc1ccccc1	96	-0.8
CCN(c1ccccc1)S(=O)(=O)c1ccc(NC(=O)c2cc(=O)c3c(C)cc(C)cc3o2)cc1	108	0.1

Given with two lines to a compound: 2 of the compounds above
Value order: PV pol inh	PV pol inh FP z-score
C/C(=N\NC(=O)Cc1ccc(F)cc1)c1ccc(O)cc1
  103	0.2
CN(CCc1ccccn1)C(=O)c1cccc(Oc2ccccc2)c1
  106	0.6

Full records, quoted from the list.
O=C(Oc1ccc2c3c(c(=O)oc2c1)CCC3)c1ccco1 is entered as PV pol inh = 105; PV pol inh FP z-score = 1.1
Cc1cc(C(F)F)n2ncc(C(=O)O)c2n1 is entered as PV pol inh = 102; PV pol inh FP z-score = 0
